INS promoter inh = TRM-6 insulin promoter activity inhibition; TRM-6 cells (human fetal islet line), insulin promoter-eGFP reporter, imaging; reporter expression induced with tamoxifen; inhibition, % at 2 µM; 0.9% of 130,000 active;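 active = inhibition above the mean plus 3 SD, with well images judged a real hit on visual review, cut at about 60% in these data, passing the limit was not always enough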
sdo1 growth = compounds rescuing growth of sdo1-depleted yeast, bone marrow failure model; AID 817; 0.21% of 140,000 active; z-score at 10 µM; S. cerevisiae sdo1-depleted JHY4D growth rescue, OD600 30 h; stronger effect = higher value; pdr5 snq2 efflux-pump mutant strain;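 active = z-score above 3 at both the 24 hr and the 30 hr optical density reads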;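 note: z-score against mean and SD of all compound wells on the same plate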
sdo1 growth Rescue 24 h = recorded beside sdo1 growth, whose call it bears; z-score; S. cerevisiae sdo1-depleted JHY4D growth rescue, OD600; measured here: growth rescue at 24 h;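 0 is the plate mean of compound wells and units are plate SD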
* marks the source's active call; other numbers are inactive results; / = no result given. A portion of the library (hit frequency here may not be typical).

INS promoter inh	sdo1 growth	sdo1 growth Rescue 24 h	SMILES
-42.9	0.76	0.69	Cc1ccccc1-c1nc(CN2CCCC(C(=O)NCc3cccnc3)C2)c(C)o1 (stereo unspecified)
-58.3	0.28	-0.16	CCS(=O)(=O)c1ccc2oc(SCC(=O)c3ccco3)nc2c1
-11.6	0.47	-0.02	Cc1noc(C)c1COc1ccc(C(=O)OCC(=O)N2CC(=O)Nc3ccccc32)cc1
-100.0	0.17	0.45	Cc1c(C(=O)OCC(C)C)[nH]c2c1C(=O)CC(c1cccs1)C2 (stereo unspecified)
/	0.74	1.57	O=S1(=O)N=C(N/N=C/c2ccccn2)c2ccccc21
/	-1.87	-1.07	COc1ccc2[nH]c(=O)c(CN(C3CCCCC3)C(c3nnnn3Cc3ccco3)C(C)C)cc2c1 (stereo unspecified)
15.8	-0.14	-0.68	O=S(=O)(c1cccc(S(=O)(=O)N2CCN(c3ncccn3)CC2)c1)N1CCOCC1
/	0.29	0.84	Cc1occc1-c1nnc(SCC(=O)c2ccc(F)cc2)o1
/	0.74	2.05	O=C(NC1CCCCC1)NC1CCN(S(=O)(=O)c2ccc3c(c2)OCCO3)CC1
-3.3	-0.39	-0.92	Cc1ccc(S(=O)(=O)c2c(C)cc(C)nc2Cl)cc1
-37.0	-0.05	-0.97	O=c1[nH]c(C2CCCN(S(=O)(=O)c3ccccc3)C2)nc2c1nnn2Cc1ccccc1F (stereo unspecified)
0.0	-0.39	-0.63	NC(=O)C1CCN(c2oc(-c3ccccc3F)nc2S(=O)(=O)c2ccc(Cl)cc2)CC1
-1.3	1.04	-0.11	Cc1cnc(C(=O)Nc2nnc(C(C)C)s2)cn1
/	-0.81	-0.85	Cc1cccc(-n2ncc3c(NC4CCCCC4)ncnc32)c1
-188.9	-1.79	1.28	CCSc1nc(-c2ccc(OC)cc2)n(-c2nc3ccccc3s2)n1
-12.5	1.65	1.75	O=Cc1ccc2noc(-c3ccc(F)cc3)c2c1

Quoted at random: 4 records from the list.
INS promoter inh	sdo1 growth	sdo1 growth Rescue 24 h	SMILES
-12.5	1.65	1.75	O=Cc1ccc2noc(-c3ccc(F)cc3)c2c1
0.0	-0.39	-0.63	NC(=O)C1CCN(c2oc(-c3ccccc3F)nc2S(=O)(=O)c2ccc(Cl)cc2)CC1
/	-0.81	-0.85	Cc1cccc(-n2ncc3c(NC4CCCCC4)ncnc32)c1
-1.3	1.04	-0.11	Cc1cnc(C(=O)Nc2nnc(C(C)C)s2)cn1

More structures follow.
INS promoter inh	sdo1 growth	sdo1 growth Rescue 24 h	SMILES
/	0.59	0.18	CSc1ccc(-c2nc(CSCC(=O)N3CCOCC3)c(C)o2)cc1
-30.2	/	/	CCOC(=O)Nc1ccc(S(=O)(=O)N2CCC(C)CC2)cc1
0.0	-0.31	-0.43	Cc1ccc(C(C(=O)NC2CCCC2)N(Cc2cccs2)C(=O)c2csnn2)o1 (stereo unspecified)
-13.9	1.04	1.28	CC(C)C(=O)N=C1SC2CS(=O)(=O)CC2N1Cc1ccccc1 (stereo unspecified)
-153.3	-1.06	-1.34	C/C(CC(=O)Nc1ccc(OCc2ccccc2)cc1)=N\NC(=O)C(=O)Nc1ccccc1C
22.2	-0.34	-0.61	N#Cc1ccc(NC(=O)COC(=O)CCNS(=O)(=O)c2ccccc2)cc1
28.6	-1.95	-0.57	Cc1ccc(Cn2cccc2/C=C2/C(=N)N3C=CSC3=NC2=O)cc1
2.8	-0.5	-0.56	CC(C)N1C(=O)C2C(C(=O)NC3CCCCC3)C3C=CC2(O3)C1C(=O)NC1CCCC1 (stereo unspecified)
-11.1	/	/	Cn1c(=O)[nH]c(=O)c2c1nc(N1CCOCC1)n2CCSc1ncccn1
25.9	/	/	O=C(COc1ccc(-c2ccccc2)cc1)N1CCCC1
-38.5	0.75	0.1	O=C(O)c1nc(-c2ccccc2)n(-c2ccccc2)n1
/	0.64	0.83	O=C(NCCN1C(=O)C2C3C=CC(C3)C2C1=O)N1CCOCC1 (stereo unspecified)
/	-0.21	-0.1	CC(=O)C(Sc1ccc2nnc(-c3ccc(C)cc3)n2n1)C(C)=O
/	0.61	0.03	CCn1c(COc2cccc(OC)c2)nnc1SCC(=O)Nc1cccc(OC)c1
/	0.56	0.35	Nc1nc2c(s1)C(=O)CCC2
/	0.06	-0.21	COc1ccc(CC(=O)NCC(=O)N/N=C/c2ccc(C)o2)cc1
-16.2	-0.34	0.25	Cc1ccccc1Nc1nc(-c2sc(NC(=O)c3ccc([N+](=O)[O-])cc3)nc2C)cs1
42.1	/	/	Cc1ccc(-n2c(Cc3ccccc3)n[nH]c2=S)c(C)c1
7.1	-1.47	-1.04	Cc1c(C=O)c2ccccn2c1C(=O)c1ccccc1
0.0	/	/	Cc1ccc(NC(=S)N(CCCN(C)C)Cc2cc3cc4c(cc3[nH]c2=O)OCO4)c(C)c1
-207.4	-0.93	-0.29	COc1ccc(OC)c(S(=O)(=O)NCCC2=CCCCC2)c1
7.9	-0.97	-1.31	Cc1cc(C(=O)COC(=O)c2cc(Cl)ccc2N)c(C)n1Cc1ccco1
/	-0.49	-0.15	COC(=O)C1=C(C)NC(=O)/C1=C\c1cc(C)n(-c2cc(C)cc(C)c2)c1C
-26.3	/	/	COc1ccc(/C=C/C(=O)N(C)C2CCCCC2)cc1Br
-27.3	0.64	0.11	CC[C@H](C)[C@@H]1NC(=O)c2cc([N+](=O)[O-])cc(F)c2NCCCC[C@@H](C(N)=O)NC(=O)[C@H](CCCCN)NC1=O
-15.4	-0.59	0.89	CN(C)S(=O)(=O)c1ccc(NC(=O)c2cc(-c3cccs3)nc3ccccc23)cc1
-37.5	1.23	1.29	COC(=O)c1cccc(NC(=S)Nc2cccc(Cl)c2C)c1
-16.7	/	/	CCOC(=O)c1sc(NC(=O)C(C)Sc2nc(N)cc(=O)[nH]2)nc1C (stereo unspecified)
53.9	-0.58	-0.32	CN(C)S(=O)(=O)c1cc(NC(=O)COC(=O)Cc2ccc(Cl)cc2Cl)ccc1Cl
/	0.21	0.45	O=C(N/N=C/c1ccc(OC(F)F)cc1)c1ccc(CSc2nc3ccccc3[nH]2)cc1
0.0	-1.04	-0.12	COc1cccc(/C=N/n2c(N)c(S(=O)(=O)c3cccs3)c3nc4ccccc4nc32)c1
9.7	-0.31	-0.3	O=C(Cc1ccccc1)Nc1nc2ccccc2[nH]1

The last two entries of the part before lead into the next.
INS promoter inh	sdo1 growth	sdo1 growth Rescue 24 h	SMILES
0.0	-1.04	-0.12	COc1cccc(/C=N/n2c(N)c(S(=O)(=O)c3cccs3)c3nc4ccccc4nc32)c1
9.7	-0.31	-0.3	O=C(Cc1ccccc1)Nc1nc2ccccc2[nH]1
-18.8	-0.94	-0.61	N#Cc1c(NC(=O)CCCN2C(=O)c3ccccc3C2=O)oc(-c2ccccc2)c1-c1ccccc1
-92.3	0.29	-0.24	CC1CCCCC1NC(=O)CN1C(=O)NC(C)(c2ccc(OC(F)F)cc2)C1=O (stereo unspecified)
-26.5	1.54	1.41	C=CCn1c(SCc2ccc(Cl)cc2)nc2cc(C(=O)N3CCC(C(N)=O)CC3)ccc2c1=O
-33.3	/	/	CCOC(=O)c1c(NC(=O)CN2C(=O)CN(C)C2=O)sc(C)c1C
46.7	-2.26	-1.39	CCCOc1ccc(C(=O)C(CN2CCOCC2)c2ccccc2)cc1 (stereo unspecified)
-72.7	-0.55	-1.58	COCCCN=CC1=C(O)CC(C)(C)CC1=O
27.1	-0.85	-1.5	CCCc1nnc(SCC(=O)Nc2ccc(OC)cc2)n1N
/	-0.01	-0.54	O=C(c1ccncc1)N1CCN(c2ccc(F)cc2)CC1
46.7	/	/	O=C(O)C1Cc2ccccc2CN1C(=O)COc1ccc(Cl)cc1 (stereo unspecified)
16.7	-2.15	-1.76	O=C(CCN1C(=O)c2ccccc2C1=O)N1CCN(C2c3ccccc3-c3ccccc32)CC1
-25.0	/	/	CC(C)OCCCNC(=O)C(NC(=O)c1ccc(Cl)cc1)C(C)C (stereo unspecified)
-4.0	-0.09	-0.75	CCCCNC(=O)N(O)C1N(CCCC)C(=O)N(CC(=O)OC)C1(C)C (stereo unspecified)
12.5	-0.15	0.38	CCCCOc1ccc(-c2nnc(N)s2)cc1
55.6	/	/	CN(C)/C=C/C(=O)c1ccc(Cl)s1
-8.3	-0.03	-0.84	CCOc1cccc(/C(O)=C2/C(=O)C(=O)N(CCOC)C2c2ccc(C)o2)c1 (stereo unspecified)
-43.2	0.13	0.4	CN1/C(=c2/s/c(=C3/C(=O)N(c4ccccc4)NC3=Nc3ccccc3)n(C)c2=O)C(C)(C)c2ccccc21
-17.6	/	/	Cc1ccc(Nc2ccccc2N)cc1
4.8	0.75	1.05	COc1ccccc1C(c1nnnn1Cc1ccccc1)N1CCC(C(N)=O)CC1 (stereo unspecified)
/	0.01	-0.73	COCCCN1C(=O)C(=O)/C(=C(/O)c2ccccc2)C1c1ccc2c(c1)OCO2 (stereo unspecified)
/	-0.22	-1.02	Cc1noc(NS(=O)(=O)c2ccc(NC(=O)C34CCC(CC3)C4)cc2)c1C
/	0.07	-0.65	Cc1cc(-c2ccc(/C=N/n3cnnc3)o2)c([N+](=O)[O-])cc1C
/	-1.25	-0.99	C=CCSC1=C(C#N)C(c2ccc(C(C)C)cc2)CC(=O)N1 (stereo unspecified)
40.0	-0.55	-0.43	CCOC(=O)c1cc2c(C)n(-c3ccc(OCC)cc3)c(C)c2cc(C(=O)OCC)c1=O
11.1	-0.14	1.15	COc1ccccc1Nc1nc(-c2cccc([N+](=O)[O-])c2)nc2ccccc12
/	-1.06	-0.66	COc1ccc2c(c1OC)C(=O)N1c3ccccc3COC21 (stereo unspecified)
0.0	-0.19	-1.7	CCCNc1nc(N)nc(-c2cc(Cl)ccc2OC)n1
26.3	0.25	-0.31	CCOC(=O)c1ccccc1NC(=O)/C=C/C(=O)O
8.3	-0.18	-0.6	c1ccc(Cn2nnc(-c3ccccc3)n2)cc1
-7.7	/	/	Cc1cccc2cc(CN(Cc3cccnc3)C(=S)NCCCN(C)C)c(=O)[nH]c12
/	-0.62	0.18	COc1cccc2c1NC(C(=O)O)C1CC=CC21 (stereo unspecified)
-14.3	/	/	O=C(Nn1c(-c2ccncc2)nc2ccccc2c1=O)c1ccc(Br)cc1
24.1	-0.48	-0.33	C/C(Cl)=C\Cn1c(Nc2ccc(C)cc2)nc2c1c(=O)n(C)c(=O)n2C
/	-0.64	-0.08	CCNc1ccc(C(=O)OCC(=O)NCc2ccccc2Cl)cc1[N+](=O)[O-]
58.3	/	/	COC(=O)CNC(=O)COC(=O)c1cc(SC)ccc1Cl
25.9	-0.06	-0.29	O=C1NCCCC1C(=O)N/N=C/c1cccc(O)c1 (stereo unspecified)
13.3	/	/	O=C(O/N=C1\CCS(=O)(=O)c2sccc21)c1c(F)cccc1F
-33.3	0.36	0.18	C1=C2C[N+]3(CCCC3)CC2Cc2ccc3ccccc3c21 (stereo unspecified)
-32.3	0.1	0.42	O=C(c1csc2ccccc12)n1cccn1
16.7	-0.49	-1.01	CC(C)NC(=O)c1ccccc1NC(=O)Cc1ccc(Cl)cc1
35.0	-1.12	-0.48	N#Cc1ccccc1NC(=O)CSc1nnc(-c2ccccc2O)n1-c1ccccc1

Full records, quoted from the list. Screens in order: INS promoter inh, sdo1 growth, sdo1 growth Rescue 24 h
O=C1NCCCC1C(=O)N/N=C/c1cccc(O)c1 (stereo unspecified) is entered as 25.9, -0.06, -0.29
O=C(O/N=C1\CCS(=O)(=O)c2sccc21)c1c(F)cccc1F is entered as 13.3, /, /
C1=C2C[N+]3(CCCC3)CC2Cc2ccc3ccccc3c21 (stereo unspecified) is entered as -33.3, 0.36, 0.18
O=C(c1csc2ccccc12)n1cccn1 is entered as -32.3, 0.1, 0.42
CCNc1ccc(C(=O)OCC(=O)NCc2ccccc2Cl)cc1[N+](=O)[O-] is entered as /, -0.64, -0.08

Going on with the list.
INS promoter inh	sdo1 growth	sdo1 growth Rescue 24 h	SMILES
/	-0.29	0.13	CCc1ccc2c(c1)cc(CN(C(=S)Nc1ccc(Cl)cc1)C1CC1)c1nnnn12
-16.7	0.32	-0.27	CSc1nc2sc3c(c2c2nncn12)CCC3
/	-0.55	-0.5	Cc1ccccc1C(=NC(=O)c1ccccc1)c1ccccc1
53.3	/	/	CC(=O)Nc1ccc2c3c(cccc13)C(=O)N(c1ccccc1)C2=O
/	-1.51	0.31	CCCCOc1ccc(S(=O)(=O)Nc2cccnc2)cc1
-15.0	-0.67	-0.65	Cc1ccc(C)n1-c1ccc(N2CCOCC2)cc1
0.0	/	/	CCN1CCN(CC(O)COc2ccc3c(C)cc(=O)oc3c2)CC1 (stereo unspecified)
38.1	/	/	CCOc1ccccc1C(=O)N1CCN(c2ccc(C(F)(F)F)cn2)CC1
/	0.38	-0.63	CCOc1cccc(=O)c2c(C)n(CC3CCCO3)c(C)c12 (stereo unspecified)
-78.6	-0.51	-1.04	Cc1ccc(NS(=O)(=O)c2ccc(OCC(=O)N3CCOCC3)cc2)cc1
54.2	2.26	6.14	Nc1ccc(NC(=O)c2ccccc2)c2c1C(=O)c1ccccc1C2=O
-20.7	1.08	0.57	C[C@@H](C(=O)N[C@H](C(=O)O)c1ccccc1)n1nnc2ccccc2c1=O
11.1	/	/	CCn1c(CNC(=O)C23CC4CC(CC(C4)C2)C3)nnc1SC
/	-0.25	0.14	COc1ccc(-c2nc(CS(=O)CC(=O)NCCC3=CCCCC3)c(C)o2)cc1 (stereo unspecified)
26.7	0.12	-0.19	CCOc1ccc(S(=O)(=O)N(CCO)CCO)cc1-c1nc2c(C(C)(C)C)nn(C)c2c(=O)[nH]1
0.0	0.65	0.26	CSc1nnc2c(n1)OC(c1cccn1C)N(C(C)=O)c1ccccc1-2 (stereo unspecified)

Screening results deposited in PubChem by several laboratories.
